MT stabilizer: microtubule stabilizers in HeLa cells, primary screen, imaging, high-content imaging. HeLa tubulin immunostaining HCS, 24 h; share of cells brighter than vehicle mean+2SD. % tubulin-high responders, % at 10 µM. actives 0.83% (n = 200,000). AID 2205, 2009;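 active means plate Z-score above 3 for both tubulin-high and condensed-nucleus cell shares, with cell loss under 80%, at 10 µM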;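 further: anti alpha tubulin signal scored within the nucleus-defined area of each cell; some results filed as inactive read as strong as hits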
T cell modulator: modulators of CD8 T cell-vesicle binding, primary screen, mouse 2C CD8+ T cells, flow cytometry; 2C CD8+ T cell-vesicle binding; hits give low values; calls only at 7 µM; actives 0.068% (n = 330,000); AID 2052, 2009;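 active means response, share of CD8 T cells binding vesicles, and their 90th percentile fluorescence all below set limits, cut at about 80% in these data, passing the limit was not always enough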
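Material: 2C TCR transgenic mouse naive CD8+ T cells, MACS-purified. Also added: QL9-charged Drosophila Ld/ICAM-1/B7-1 vesicles. Timing: binding 1.5 h at 37 °C. Measured by: high-throughput flow cytometry with anti-B7-1 and anti-CD8 staining. Read-out: percent CD8+ FL2 mean versus row control. Controls: Unloaded micro-vesicles (low), QL9 vesicles with 0.7% DMSO (high).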
TNAP activators: human TNAP enzyme activators, primary screen, biochemical, luminescent, no phosphate acceptor, uHTS (AID 1001); Alkaline phosphatase, tissue-nonspecific isozyme (Homo sapiens); purified TNAP, luminescent activation assay, no phosphate acceptor; higher activation fold means a stronger effect; one-dose activation fold at 20 µM; EC50 in µM for titrated hits; actives 0.03% (n = 200,000); in the data active means activation fold from about 3, or a potency from the dose series; inactive means the rest, 99 in 100 with activation fold below about 1.6; further: many of its hits are not listed in these tables
PMI inhibition: human PMI inhibitors, high substrate, primary screen, biochemical, fluorescence intensity, high mannose 6-phosphate (AID 1220). Mannose-6-phosphate isomerase (Homo sapiens). recombinant PMI enzyme, coupled fluorescence intensity; higher % means a stronger effect. inhibition, % at 20 µM; hits with a dose series show IC50 in µM. actives 0.66% (n = 190,000)
Autophagy HCS: autophagy modulators in MEF cells, primary screen, imaging, high-content, MEF GFP-LC3; MEF GFP-LC3 puncta imaging; test concentration mostly 10 µM; calls only at 10 µM (by protocol); actives 0.98% (n = 190,000);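 active means percentage of spot-positive cells more than 3 SD above its plate mean, without a fluorescence outlier flag or 80% toxicity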;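 further: spot-positive cell cutoff set from DMSO-treated cells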
Lipid droplet: inhibitors of hepatocyte lipid droplet formation, primary screen, imaging, high-throughput imaging, BODIPY stain; inhibition, % at 6.5 µM; actives 0.4% (n = 240,000); AML12 mouse hepatocytes, oleate lipid droplets;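 active means lipid droplet intensity inhibited by at least 50%, with more than 500 cells counted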
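Material – mouse AML12 hepatocyte cell line, fixed after treatment · Compound dosing – one dose, 6.5 µM compound · Times – compound with oleate, overnight · Measured by – Image-based BODIPY and DAPI two-channel analysis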
PMI inhibitors: inhibitors of human PMI, primary screen, biochemical, fluorescence intensity, coupled assay (AID 1209); Mannose-6-phosphate isomerase (Homo sapiens); purified PMI enzyme, coupled fluorescence intensity; higher % means a stronger effect; actives 0.42% (n = 190,000); inhibition, % at 20 µM, or IC50 in µM where a hit was titrated;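 further: plate controls were DMSO vehicle for no effect and wells lacking substrate for full effect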
Insulin prom up: insulin promoter activators in MIN6 cells, imaging, high-content screening, mouse beta cells | MIN6 insulin promoter-GFP reporter; hits give high values | z-score at 5 µM | actives 0.3% (n = 190,000);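 active means z-score above 3 at 5 µM with at least 500 cells counted in the well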
b-catenin transl: modulators of beta-catenin nuclear translocation, primary screen, imaging, HeLa cells, immunofluorescence, high-content | nuclear translocation activity, % at 5 µM | actives 0.3% (n = 190,000);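 active means nuclear translocation activity above 50% at 5 µM, with a well cell count of 50 or more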;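 further: per-cell ratio of nuclear to cytoplasmic median beta-catenin stain intensity; plate controls were DMSO negative control for no effect and GSK-3 inhibitor IX positive control for full effect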
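Assay system: human HeLa cells, native beta-catenin; doses: 5 µM primary, 0.02–20 µM confirmation; incubation: compound treatment 24 h, 37°C, 5% CO2; technique: fluorescence imaging of beta-catenin antibody stain plus DAPI; measure: % activation, nuclear-to-cytoplasmic median beta-catenin signal ratio per cell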
Insulin prom up cell count: recorded beside Insulin prom up, whose call it bears; cell count; measured here: cytotoxicity, nuclei count;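 total cells summed across four imaged fields per well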
Lipid droplet cells 6.5 µM: further read-out of Lipid droplet, marked with its call; cell count; measured here: cell count, cytotoxicity flag;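 cells counted across two imaged fields per well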
b-catenin transl cell count 5 µM: recorded beside b-catenin transl, whose call it bears; cell count; measured here: cell count, cytotoxicity flag
T cell modulator vesicle-bound %: also measured in T cell modulator; calls as there; double positive events, %; measured here: CD8+ vesicle-bound cell fraction;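 binding gate set so that unloaded-vesicle control wells show 10% double positive cells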
MT stabilizer Hoechst-high %: also measured in MT stabilizer; calls as there; % Hoechst-high responders; measured here: nuclear condensation Hoechst responders;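 share of cells brighter than vehicle mean plus two SD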
MT stabilizer cytotoxicity %: also measured in MT stabilizer; calls as there; toxicity, %; measured here: cytotoxicity by cell density;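 0% = mean cell density of plate MIN control wells and 100% = no cells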
Autophagy HCS cell loss 18 h: further read-out of Autophagy HCS, marked with its call; toxicity, %; measured here: cell loss, nuclei count;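 cell loss after 18 h compound exposure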
* = called active by the depositor; i = inactive; x = no result given. Unless noted, no stated cut-off is given here; in the data, active means inhibition above about 50%; inactive means the rest.

smiles,MT stabilizer,MT stabilizer Hoechst-high %,MT stabilizer cytotoxicity %,T cell modulator,T cell modulator vesicle-bound %,TNAP activators,PMI inhibition,Autophagy HCS,Autophagy HCS cell loss 18 h,Lipid droplet,Lipid droplet cells 6.5 µM,PMI inhibitors,Insulin prom up,Insulin prom up cell count,b-catenin transl,b-catenin transl cell count 5 µM
CC(=O)Nc1cccc(NC(=O)c2c(-c3ccccc3Cl)noc2C)c1,2.3,2.7,7.1,i,28.1,1.1,3.5%,i,12.4,4.8,726,10.5%,0.03,1178,-1.7,1253
O=c1[nH]c(SCc2ccc(Cl)cc2)nc2ccsc12,4.1,2.9,4.5,i,53.5,1,-11.7%,i,14.7,5.7,694,-16.6%,0.49,1093,-1.4,1072
CCCc1c(C)c(C#N)c2nc3ccccc3n2c1NCCCN1CCOCC1,1.6,1.5,5.6,i,29.7,1.1,18.2%,i,1.1,x,x,12.1%,-0.13,1629,-2.3,1354
CC1(C2CC2)NC(=O)N(CC(=O)Nc2ccccc2-c2ccccc2)C1=O (stereo not given),2.1,2.5,1.4,i,51.2,1.1,-1.1%,i,-1.7,-4.6,737,-0.7%,x,x,0.1,1051
COc1cccc(SCC2CSc3nc4ccccc4c(=O)n32)c1 (stereo not given),3.2,2.0,9.5,i,33.0,1,-6.9%,i,11.5,4.0,684,-6.3%,0.22,1527,-2.5,1045
COc1ccc(NC(=O)CN2CCC(C(N)=O)CC2)cc1,3.5,2.0,13.0,i,20.1,1.1,0.2%,i,8.8,5.2,745,5.1%,-0.8,1316,-6.6,1246
O=C(COC(=O)c1cccnc1)c1ccc(Cl)c(Cl)c1,2.7,1.4,5.9,i,24.4,1,9.3%,i,-0.2,x,x,4.6%,0.3,1583,0.5,1325
COc1ccc(OC)c(NC(=O)CSc2nc3ccccc3c(=O)n2CCNC(C)=O)c1,2.0,1.0,3.0,i,19.7,1.1,-8.3%,i,5.1,-11.2,730,-16.7%,0.38,1188,-0.2,1119
Cc1ccc(-c2nn(-c3ccccn3)c(=O)c3ccccc23)cc1C,x,x,x,i,59.3,x,x,x,x,-11.8,754,x,-0.52,1314,-0.2,1185
O=C(Cc1cn2ccsc2n1)Nc1cccc2cnccc12,2.0,1.8,3.0,i,31.1,1.1,11.9%,i,-12.9,x,x,4.9%,0.1,1207,1.5,923
O=C(Nc1cccc2ccccc12)/C(=C/c1cccc([N+](=O)[O-])c1)NC(=O)c1cccs1,3.0,1.5,11.7,i,7.6,1,13.2%,i,8.2,-16.7,636,14.7%,-0.04,1421,-4.2,1138
COc1ccc(N(C)S(=O)(=O)c2ccc3c(c2)CCC(=O)N3)cc1,3.0,1.3,3.6,i,15.4,1.1,3.8%,i,-6.5,x,x,6.5%,-0.81,1597,-3.3,1449
O=C(CSc1nc(-c2ccc(F)cc2)cc(C(F)(F)F)n1)NCc1ccco1,2.7,1.3,5.1,i,32.3,1,7.3%,i,-0.2,-19.0,715,11.9%,x,x,-0.1,467
CN1CCN(C(=O)C23CC4CC(C2)CC(c2ccccc2)(C4)C3)CC1,2.2,1.5,7.4,i,47.5,1,11.2%,i,2.8,-4.0,720,12.4%,0.29,1326,-0.8,1209
COc1ccccc1CNc1nc2nc(C)cc(=O)n2[nH]1,4.1,2.5,3.9,i,51.6,1.1,0.9%,i,0.7,-4.2,772,7.8%,0.52,1281,x,x
Cc1ccc(NC(=O)c2oc3ccc(S(=O)(=O)N4CCOCC4)cc3c2C)c(C)c1,1.3,2.2,6.2,i,28.2,1.1,-17.5%,i,27.0,-16.4,683,-36.5%,-0.42,1162,-0.5,1090
COc1cc2oc3ccccc3c2cc1N(CC(=O)N1CCCCC1)S(=O)(=O)c1ccc(C)cc1,3.1,1.6,10.1,i,42.5,1.1,13.5%,i,0.3,6.5,742,24.9%,-1.4,1264,0.3,1232
Cc1ccn2c(NC3CCCCC3)c(C(C)C)nc2c1,3.2,1.7,6.9,i,41.2,1,-3.8%,i,-5.0,-4.6,716,-18.9%,-0.69,843,-1.5,1258
COc1ccc2[nH]cc(CCn3ccc(O)c(C/C=C/c4ccccc4)c3=O)c2c1,2.1,1.4,6.1,i,43.7,1.1,15.8%,i,5.8,40.3,692,18.8%,-0.55,1470,-1.4,948
CN1C(=O)C2CN(CCc3ccccc3)CNC2N(C)C1=O (stereo not given),3.1,2.9,17.0,i,28.7,1.2,-3.8%,i,10.5,x,x,-1.9%,-0.46,1259,-6.7,1039

Overlap with the part before: two entries; new compounds follow.
smiles,MT stabilizer,MT stabilizer Hoechst-high %,MT stabilizer cytotoxicity %,T cell modulator,T cell modulator vesicle-bound %,TNAP activators,PMI inhibition,Autophagy HCS,Autophagy HCS cell loss 18 h,Lipid droplet,Lipid droplet cells 6.5 µM,PMI inhibitors,Insulin prom up,Insulin prom up cell count,b-catenin transl,b-catenin transl cell count 5 µM
COc1ccc2[nH]cc(CCn3ccc(O)c(C/C=C/c4ccccc4)c3=O)c2c1,2.1,1.4,6.1,i,43.7,1.1,15.8%,i,5.8,40.3,692,18.8%,-0.55,1470,-1.4,948
CN1C(=O)C2CN(CCc3ccccc3)CNC2N(C)C1=O (stereo not given),3.1,2.9,17.0,i,28.7,1.2,-3.8%,i,10.5,x,x,-1.9%,-0.46,1259,-6.7,1039
COc1ccc(N2CS(=O)CC2=O)cc1 (stereo not given),2.0,1.5,5.4,i,7.9,1.1,-18.3%,i,21.1,-5.1,669,-16.7%,0.94,1560,0.4,1476
Cc1ccc(C)c(NC(=S)N(CCc2nc3cc(C)c(C)cc3[nH]2)Cc2cccnc2)c1,2.5,1.4,6.5,i,9.6,1,-10.6%,i,-24.9,x,x,-3.5%,x,x,x,x
CS(=O)(=O)N1CCN(c2nnc(-c3ccccc3)c3ccccc23)CC1,4.4,1.7,8.2,i,44.8,1,8.9%,i,-4.4,x,x,11.1%,-0.91,1372,0.3,1185
O=C(CC1Sc2ccccc2NC1=O)NCc1ccc(Cl)cc1 (stereo not given),1.2,1.2,0.2,i,42.3,1.1,-5.8%,i,16.2,-10.1,711,-16.4%,-0.54,1260,2.9,1067
CN1CCN(C(=S)NC(=O)c2ccco2)CC1,3.3,1.9,14.7,i,41.9,1,15.2%,i,3.5,-6.4,734,11.9%,0.32,1457,1.0,870
COc1ccc(OC)c(S(=O)(=O)Nc2cccc(F)c2)c1,1.4,0.6,11.2,i,35.9,1.1,-2.4%,i,-2.6,1.7,785,0.0%,0.35,904,-3.1,1058
CC(=O)Nc1ccccc1C(F)(F)F,x,x,x,i,38.6,x,x,x,x,-0.5,695,x,-0.16,1383,-0.2,1283
COc1ccccc1CC(=O)NCCc1ccc(S(N)(=O)=O)cc1,5.0,2.2,1.4,i,9.1,1,9.9%,i,0.6,-18.1,732,-0.8%,0.27,1187,1.5,995
O=C(O)CCN1C(=O)c2ccc(NC(=O)CSCc3ccccc3)cc2C1=O,3.0,2.5,3.5,i,39.7,1.2,-8.9%,i,7.5,9.8,687,-6.8%,-0.37,1397,-4.3,581
O=C(CC(=O)Nc1ccccn1)Nc1ccccn1,2.7,2.0,4.9,i,24.1,1.2,6.3%,i,-3.9,x,x,-2.8%,x,x,-2.9,982
CCCS(=O)(=O)N1CCC(C(=O)NCCCN2CCC(Cc3ccccc3)CC2)CC1,1.2,1.9,4.6,i,18.2,1.1,9.2%,i,-3.6,0.9,741,12.4%,-0.36,913,-0.4,1138
CCC(=O)Nc1ccc(NC(=O)c2cc3ccccc3o2)cc1,5.2,2.1,0.9,i,22.7,1.2,0.4%,i,3.4,x,x,1.7%,0.68,1155,2.4,778
C/C(=N\Nc1ccc([N+](=O)[O-])cc1)c1ccc(O)cc1,2.4,1.7,7.8,i,57.1,0.7,5.4%,i,4.8,5.7,652,5.4%,-0.13,1040,-0.4,1132
CCOC(=O)c1sc(=S)n(-c2ccccc2Cl)c1SC,1.9,2.6,9.8,i,24.7,1,0.6%,i,0.9,x,x,1.4%,0.49,1568,4.3,1367
COc1cccc(NC(=O)Cn2c(=O)oc3cc(S(=O)(=O)N4CCCC4)ccc32)c1,x,x,x,i,48.3,x,x,x,x,15.4,725,x,-0.56,1104,1.7,1312
CCOC(=O)c1c(NC(=O)/C=C/C(=O)O)sc(C)c1-c1ccc(C(C)(C)C)cc1,15.4,5.8,16.8,i,25.2,1.1,13.4%,i,-20.7,5.9,627,12.2%,-0.37,1509,-4.7,1098
Cc1sc(NC(=O)CSc2nnc(-c3ccccc3)o2)c(C#N)c1C,0.9,1.2,3.5,i,18.8,1.1,-2.9%,i,3.9,x,x,-3.1%,-0.06,1557,-1.4,977
CCOC(=O)c1cnc2ccc(C(=O)OC)cc2c1Nc1ccc(C(=O)O)cc1,1.9,1.9,7.4,i,62.2,1.1,9.6%,i,6.3,25.9,715,2.2%,-0.77,1364,0.4,1573
COc1ccccc1NC(=O)CC(NCCN(C)C)C(=O)O (stereo not given),1.9,2.3,8.1,i,25.0,1.2,-23.4%,i,-11.4,-2.2,770,-9.0%,0.17,889,x,x
COc1ccc(OC)c(-n2cc3c(=O)n(C)c(=O)n(C)c3c2)c1,6.1,3.1,4.4,i,21.5,1.1,49.3%,i,12.2,x,x,14.3%,-0.19,1272,1.7,811
Cn1c(COc2cccc3cccnc23)nnc1SCC(=O)O,4.7,1.4,1.5,i,6.7,1.1,-10.9%,i,47.4,-8.5,729,-6.7%,-0.12,1487,-2.6,1055

Screening data (PubChem)
